# Bioassay records (PubChem BioAssay)
# M. tuberculosis GlmU = inhibition of mycobacterial GlmU enzyme – biochemical, glucosamine-1-phosphate acetyltransferase (AID 1376) | Bifunctional protein GlmU (Mycobacterium tuberculosis (strain ATCC 25618 / H37Rv)) | M. tuberculosis GlmU acetyltransferase enzyme assay; higher % means a stronger effect | one-dose inhibition, %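 (tested at 30 µM in the primary screen)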; IC50 in µM for titrated hits | 0.25% of 220,000 active; in the data active means inhibition above about 13%;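 further: 0% = complete reaction with vehicle and 100% = reaction without substrate; strong numbers were not always called active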
# Mtb RmlCD inh = M. tuberculosis RmlC/RmlD coupled enzyme inhibitors, primary screen, biochemical, compound mixtures, 384-well, from 1536-well plates; dTDP-4-dehydrorhamnose reductase (Mycobacterium tuberculosis (strain ATCC 25618 / H37Rv)) …; 0.03% of 160,000 active; AID 1533, 2009; RmlC+RmlD coupled enzyme assay, percent inhibition; primary screen in compound mixtures; inhibition, % at 3.6 µM; in the data active means inhibition mostly above about 34%, no sharp cut-off; further: some results filed as inactive read as strong as hits
# Target sequence (P9WH09 whole entry, looked up): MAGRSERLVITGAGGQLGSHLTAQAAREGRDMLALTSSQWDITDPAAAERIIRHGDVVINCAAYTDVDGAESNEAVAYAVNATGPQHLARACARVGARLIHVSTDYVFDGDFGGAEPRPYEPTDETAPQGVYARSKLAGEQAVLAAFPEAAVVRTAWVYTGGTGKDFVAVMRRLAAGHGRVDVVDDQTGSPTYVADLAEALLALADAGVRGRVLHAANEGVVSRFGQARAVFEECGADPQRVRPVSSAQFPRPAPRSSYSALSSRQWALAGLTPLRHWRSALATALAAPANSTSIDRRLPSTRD
# Target sequence (P9WH11 whole entry, looked up): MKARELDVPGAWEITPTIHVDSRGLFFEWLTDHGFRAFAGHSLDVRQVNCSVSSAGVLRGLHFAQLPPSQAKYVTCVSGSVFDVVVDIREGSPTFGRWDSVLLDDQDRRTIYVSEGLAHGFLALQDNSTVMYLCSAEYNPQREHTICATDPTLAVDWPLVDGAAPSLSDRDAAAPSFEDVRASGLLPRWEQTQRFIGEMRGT
# Starred values were filed as active, the others as inactive; x = no result given.
SMILES,M. tuberculosis GlmU,Mtb RmlCD inh
O=C1C2C3C=CC(C3)C2C(=O)N1c1cccc(N2C(=O)C3C4C=CC(C4)C3C2=O)n1 (stereo unspecified),4.5%,-10
CC(C)(C)C(=O)NC(NC(=S)Nc1sc2c(c1C#N)CCCC2)C(Cl)(Cl)Cl (stereo unspecified),-7.1%,x
Cc1ccc(C(C(=O)NC(C)(C)C)N(C(=O)c2csnn2)c2ccccc2F)o1 (stereo unspecified),1.8%,10
O=C1N2CCSC2=NC1(Nc1nccs1)C(F)(F)F (stereo unspecified),3.0%,1
COc1cc(NC(=O)c2ccco2)c(OC)cc1NC(=O)Nc1ccccc1Cl,1.9%,44
COC(=O)c1ccc2c(c1)N(Cc1cc(C)ccc1C)C(=O)c1ccccc1S2=O (stereo unspecified),1.4%,x
CCOC(=O)/C=c1\s/c(=C\c2ccc(-c3ccccc3)cc2)c(=O)n1CC(=O)NCc1ccc2c(c1)OCO2,-1.0%,20
COc1ccc(/C=N/NC(=O)c2ccncc2)c(C(=O)O)c1OC,-5.8%,x
O=S(=O)(Nc1cccnc1)c1cccc(C(F)(F)F)c1,-4.0%,-1
O=C(NCC1CC1)c1ccc2c3n(nc2c1)-c1ccccc1CO3,0.8%,x
O=c1[nH]c(=O)n(-c2ccccc2)c(O)c1C=NC12CN3CN(CN(C3)C1)C2,-0.5%,-4
CCCOc1ccc(-c2nnc(-c3ccncc3)o2)cc1,-0.2%,73
CCn1c(NC(=O)c2ccc(COc3ccc(C)cc3[N+](=O)[O-])o2)nc2ccccc21,15%*,101
CCOC(=O)N1CCN(C(=O)c2cccn3c(=O)c4cc(Cl)ccc4nc23)CC1,6.5%,18
O=C(NCCCN1CCOCC1)c1cc(-c2ccc(F)cc2)on1,-7.9%,x
COC(=O)c1cccc(Cn2cc([N+](=O)[O-])cn2)c1,-0.7%,x

# Single records (already shown). Screens in order: M. tuberculosis GlmU | Mtb RmlCD inh
# CCn1c(NC(=O)c2ccc(COc3ccc(C)cc3[N+](=O)[O-])o2)nc2ccccc21 as listed: 15%* | 101
# O=c1[nH]c(=O)n(-c2ccccc2)c(O)c1C=NC12CN3CN(CN(C3)C1)C2 as listed: -0.5% | -4
# COC(=O)c1cccc(Cn2cc([N+](=O)[O-])cn2)c1 as listed: -0.7% | x
# O=C(NCCCN1CCOCC1)c1cc(-c2ccc(F)cc2)on1 as listed: -7.9% | x
# CCOC(=O)N1CCN(C(=O)c2cccn3c(=O)c4cc(Cl)ccc4nc23)CC1 as listed: 6.5% | 18

# Next section:
SMILES,M. tuberculosis GlmU,Mtb RmlCD inh
CC(C)(C)c1ccc(C(=O)NCC(=O)OCC(=O)Nc2ccc3c(c2)OCCO3)cc1,0.1%,-10
CCOC(=O)CCCCC(=O)c1[nH]c(=O)[nH]c1CN1CCOCC1,3.9%,x
CC(/C=N/NC(=O)c1ccco1)=C\c1ccccc1,4.5%,15
Cc1ccoc1C(=O)NCCNc1ccc(Cl)cc1[N+](=O)[O-],0.0%,4
COc1cccc(/C=N/NC(=O)c2ccc3nc[nH]c3c2)c1O,-1.5%,x
O=C(NNC(=O)c1cccnc1SCc1cccc([N+](=O)[O-])c1)c1cccnc1,1.4%,-5
COc1ccc(OC)c(NC(=O)c2cccc(Cn3cc(Br)c([N+](=O)[O-])n3)c2)c1,-0.6%,7
CN(C)c1ccc2c(=O)[nH][nH]c(=O)c2c1,-2.4%,4
CCOCc1nnc(NC(C)=O)s1,0.6%,18
COCC(C)NS(=O)(=O)c1ccc(NC(=O)C(Cc2ccccc2)NC(N)=O)cc1 (stereo unspecified),5.7%,0
COc1ccc(OC)c(/C=c2\sc3nc(-c4cccs4)nn3c2=O)c1,-1.9%,6
Cc1cc(C)n2nc(SCC(=O)N/N=C/c3ccccn3)nc2n1,2.7%,x
COc1ccc(CCNC(=O)CCN2C(=O)COc3ccc(C)cc32)cc1OC,-4.6%,-21
c1ccc(Cn2c(CSc3nnnn3-c3ccccc3)nc3ccccc32)cc1,-0.5%,x
CCc1ccc(NC2CC(=O)N(c3ccc(OC)cc3OC)C2=O)cc1 (stereo unspecified),8.0%,9
CC(=O)c1sc(NC(=O)C(C)C)nc1C,4.1%,x
Cc1ccc(NC2OC(CO)C(O)C(O)C2O)cc1 (stereo unspecified),-5.0%,x
CCC(C)C(=O)Nc1nc(C)c(-c2csc(Nc3cc(OC)ccc3OC)n2)s1 (stereo unspecified),2.5%,1
C1=C(c2ccccc2)Nc2ncnn2C1c1ccccc1 (stereo unspecified),4.2%,x
CCOc1ccc(NC(=O)Cn2nnc(C(=O)NCc3ccco3)c2N)cc1,0.4%,20
O=C(COC(=O)C12CC3CC(CC(C3)C1)C2)Nc1ccc([N+](=O)[O-])cc1Cl,3.6%,x
OCc1cn(-c2ccccc2)nn1,5.5%,5
Oc1ccc(/C=N/n2cc(-c3ccccc3)[nH]c2=S)cc1,10%,-14
CC(=O)Nc1ccc(C(=O)CSc2cc(C)c3cccc(C)c3n2)cc1,0.1%,-9
O=C1CC(c2ccc(O)cc2)Oc2cc(O)ccc21 (stereo unspecified),7.8%,x
CC(=O)Nc1ccc(C(=O)NNC(=O)c2cc([N+](=O)[O-])cc([N+](=O)[O-])c2)cc1,2.5%,9
O=C(O)C(Cc1ccccc1)NS(=O)(=O)c1ccc2c(c1)OCCO2 (stereo unspecified),4.2%,x
CC(C)(C)C(=O)O/N=C(\N)c1ccc(Br)cc1,3.6%,-15
O=C1c2cccc(Sc3ccccc3)c2C(=O)c2c(Sc3ccccc3)cccc21,14%*,x
Cc1ccc(/C=c2\sc3n(c2=O)CN(c2ccc(Br)cc2)CN=3)o1,-3.7%,x
O=C(c1cccs1)n1nc(-c2ccccc2)nc1NCc1ccc(F)cc1,6.5%,x
CCOC(=O)c1c(NC(=O)/C=C/c2ccco2)sc(C)c1C,6.6%,-9

# Following part
SMILES | M. tuberculosis GlmU | Mtb RmlCD inh
C=C(C)CSc1nc2c(c(=O)[nH]c(=O)n2C)n1Cc1ccccc1 | -1.0% | x
Cc1[nH]c2ccccc2c1SCC(=O)N1CCCCCC1 | 2.2% | -8
CCCCn1c(SCC(=O)OC)nc2c1c(=O)n(C)c(=O)n2C | -0.3% | x
Cc1cc(Cl)ccc1Oc1ncc(-c2ccc(Cl)cc2)cn1 | 4.3% | 0
CC1=C(C(=O)N2CCOCC2)C(c2cccs2)NC(=O)N1 (stereo unspecified) | 2.8% | -3
CCOC(=O)NN1C(=O)c2ccccc2NC1c1ccc(OC)cc1 (stereo unspecified) | -2.4% | -5
COc1cc(/C=N/O)ccc1Oc1ccc([N+](=O)[O-])cc1[N+](=O)[O-] | -6.5% | 6
Cc1ccccc1NC(=O)c1ccc(NC(=O)c2ccco2)cc1 | 0.9% | 4
CC(C)(C)C1CCC(C(=O)Nc2ccccc2)CC1 (stereo unspecified) | 8.4% | x
O=C(N/N=C/c1cccc([N+](=O)[O-])c1)c1cccs1 | -0.5% | -9
N#C/C(=C\c1ccc(N2CCOCC2)o1)c1nc2ccccc2[nH]1 | 3.1% | x
N#Cc1ccc(N/N=C/c2cn(-c3ccccc3)nc2-c2ccccc2)c([N+](=O)[O-])c1 | 3.6% | -11
Fc1ccc(-c2csc(-c3ccncc3)n2)cc1 | -1.8% | -11
CC(C)CC(=O)N=C1SC2CS(=O)(=O)CC2N1Cc1ccccc1Cl (stereo unspecified) | 2.9% | 8
COc1cccc(C2CCCCN(C)C2=O)c1 (stereo unspecified) | -2.8% | 20
Fc1ccc(N=C2NN=C(c3cc(F)ccc3F)CS2)cc1 | -1.5% | -5
COC(=O)c1sc(SC)c(-c2ccon2)c1C | 1.2% | 4
COc1c(F)c(F)c(C(=O)O)c(Nc2ccccc2C)c1F | x | 5
CC(C)c1ccccc1NC(=O)COc1ccc2c(=O)c(Oc3ccc4ccccc4c3)coc2c1 | 6.3% | 8
O=C(NCc1cccs1)C1CCCN(S(=O)(=O)c2ccc(Br)s2)C1 (stereo unspecified) | -3.3% | 6

# Three structures already listed, ordered by heavy-atom count, ascending:
SMILES | M. tuberculosis GlmU | Mtb RmlCD inh
CC(C)(C)C(=O)O/N=C(\N)c1ccc(Br)cc1 | 3.6% | -15
O=C1N2CCSC2=NC1(Nc1nccs1)C(F)(F)F (stereo unspecified) | 3.0% | 1
Cc1ccc(/C=c2\sc3n(c2=O)CN(c2ccc(Br)cc2)CN=3)o1 | -3.7% | x

# (more compounds)
SMILES | M. tuberculosis GlmU | Mtb RmlCD inh
CC(=O)Nc1c(O)c2ccccc2[nH]c1=O | 4.6% | -16
O=C(NNc1ccccc1[N+](=O)[O-])Nc1ccc(F)cc1 | -3.1% | x
NC(=O)C1(N2CCCCC2)CCN(C(=S)Nc2cccc(Cl)c2)CC1 | 8.4% | -8
O=C1CCC([N+](=O)[O-])C(c2cccc(Br)c2)N1 (stereo unspecified) | 1.5% | -5
COC(=O)C1=C(C)N(CCc2c[nH]c3ccc(OC)cc23)C(=O)C1 | -7.1% | 3
O=C(NCCc1ccc(S(=O)(=O)N2CCCC2)cc1)c1cccs1 | 23% | -6
CCCCC(c1nnnn1C1CCCC1)N1CCN(C2CCCC2)CC1 (stereo unspecified) | -2.5% | x
CC(Sc1nc(N)cc(=O)[nH]1)C(=O)Nc1cccc(Cl)c1 (stereo unspecified) | 1.8% | 2
Cc1ccc(Sc2ncccc2C(=O)O)cc1C | 2.4% | -11
CCOc1ccc(Nc2oc(Cc3ccccc3)nc2C#N)cc1 | 0.7% | x
CCN(CC)CCN(CC)Cc1ccccc1Br | -3.2% | 2
C/C(=N\NC(=O)C(=O)Nc1cc(C)ccc1C)c1ccncc1 | 6.2% | -8
Brc1ccc(C=Nc2ccc3c(c2)OCCOCCOCCO3)s1 | -5.8% | -4
c1coc(CN2CNc3nc4ccccc4n3C2)c1 | -2.0% | 4
CSc1nc2ccc3nc(NC(=O)c4ccc(Cl)s4)sc3c2s1 | 4.5% | 6
CCCOC(=O)c1ccc(NC(=O)C2C3CCC(C3)C2C(=O)O)cc1 (stereo unspecified) | -2.9% | x
COc1ccc(C(=O)Nc2ccccc2C(=O)NC(C)C)cc1OC | -3.4% | 11
CC1(C)CC(CC(=O)NC(=S)Nc2ccc([N+](=O)[O-])cc2)C(=O)O1 (stereo unspecified) | 0.5% | x
O=C(Nc1ccc(O)cc1)/C(=C\c1ccncc1)NC(=O)c1ccccc1 | 0.5% | x
Cn1c(CNC(=O)c2cccs2)nnc1SCC(=O)Nc1ccc(Cl)cc1 | 5.0% | x
O=C(CSc1ncccn1)Nc1ncc(C(F)(F)F)cc1Cl | 1.9% | x
O=C(NCc1ccccn1)c1n[nH]c(=O)c2ccccc12 | -6.0% | x
CC1(C)CC(=O)C(C=NCCC2=CCCCC2)=C(O)C1 | 9.1% | x
CCC(C)(C)n1nnnc1CN(Cc1cc2cc(OC)ccc2[nH]c1=O)C1CCCC1 | -4.8% | -8
CCOC(=O)c1cn(-c2nc(-c3ccc(Cl)cc3)cs2)c2c(F)c(N3CC(C)OC(C)C3)c(F)cc2c1=O (stereo unspecified) | 5.0% | 17
CN(/N=C/c1ccncc1)c1cnn(-c2ccc(F)c(Cl)c2)c(=O)c1Cl | 1.2% | x
CNC(=O)NC(=O)CSc1nc2cc(C(=O)OC)ccc2c(=O)n1-c1ccccc1 | 5.7% | x
Cc1cc(CNC(=O)C(C)n2nc(C)c([N+](=O)[O-])c2C)c2ccccc2n1 (stereo unspecified) | 6.7% | -15
CCOc1ccc2[nH]c(=O)c(CN(CCO)C(=O)c3ccccc3F)cc2c1 | 7.8% | 2
CC1(C)CC(=O)C(C=NCCN2CCN(C(=O)Cc3ccc(F)cc3)CC2)=C(O)C1 | -0.9% | x
CC1CN(c2ccc(S(=O)(=O)N3CCCC3)cn2)CC(C)O1 (stereo unspecified) | 4.2% | 2
Cc1ccc(CNCc2cc3c(C(C)(C)C)nn(-c4ccccc4)c3[nH]c2=O)cc1 | -5.6% | x
COCCNC(=O)COc1cccc(Oc2ccccc2)c1 | 1.5% | -15
Cc1cc(=O)n2[nH]c(C(=O)O)nc2n1 | 0.5% | x
CC(C)Cc1nc2oc3c(NCC4CCCO4)ncnc3c2c2c1CCC2 (stereo unspecified) | -4.3% | x
Cc1ccc(C2(CCNS(=O)(=O)c3ccc(C)cc3)CCOC(C(C)C)C2)cc1 (stereo unspecified) | 0.9% | 9
CCOc1ccc(N=C(NC#N)SCC)cc1 | -5.8% | x
COc1ccc(-n2cc(CNCCc3cnc[nH]3)c(-c3cccc(F)c3)n2)cc1 | 0.5% | 7
Cc1cc(C)c2c(=O)n(CC(=O)N3CCC(N4CCCCC4)CC3)sc2n1 | -2.8% | -12
O=C(/C=C/c1ccccc1)c1c(O)n(CCc2ccccc2)c(=O)[nH]c1=O | 1.9% | -5
O=C(NC1CCCCCCC1)C1c2ccccc2C(=O)N1Cc1cccs1 (stereo unspecified) | 1.1% | 3
C=CCOC(=O)C1=C(C)NC(C)=C(C(=O)OCC=C)C1c1cccs1 | 3.5% | x
CCOC(=O)/C(=N/Nc1ccc(Cl)cc1)S(=O)(=O)c1ccccc1 | -4.9% | 15

# Random excerpt: 2 records from the list, in no set order.
SMILES | M. tuberculosis GlmU | Mtb RmlCD inh
Cc1ccc(C2(CCNS(=O)(=O)c3ccc(C)cc3)CCOC(C(C)C)C2)cc1 (stereo unspecified) | 0.9% | 9
Cc1cc(=O)n2[nH]c(C(=O)O)nc2n1 | 0.5% | x

# The list is partial; the hit share may differ from the screen's.
